Bioassay records deposited in PubChem by National Center for Advancing Translational Sciences (NCATS).
Nrf2 activator: Nrf2 pathway activation; 410,000 compounds, 0.31% hits; AREc32 ARE-luciferase reporter (MCF7-derived line), luminescence, 24 h; AID 624171; Potency, µM (series often up to 46.1 µM), inactives show at the highest dose activation, most hits filed as activators; note: potency is the fitted concentration of half-maximal effect; % of control where 0% means no effect; nearly all actives have a fitted effect of over 65% in size
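AREc32 cells carrying an ARE-driven firefly luciferase reporter were seeded at 1000 cells/well in OPTI-MEM with 5% FBS, then exposed to compound for 24 hr at 37 deg C. Luminescence was read with Steady-Glo after 30 min at RT.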
TGFb SMAD3 inh: inhibitors of TGF-b signaling. HepG2 CAGA-GFP TGF-b/SMAD3 reporter, GFP fluorescence, 18 h; TGF-beta stimulated, 500 pg/mL final. Potency, µM (top dose mostly 46.1 µM), for inactives: at the highest dose activity, negative = inhibition, actives largely listed as inhibitors. 410,000 compounds, 1.2% hits; note: potency is the fitted concentration of half-maximal effect; % is set by controls: 0 for no effect and ±100 for the full control effect; nearly all actives have a fitted effect of over 65% in size
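Smad-responsive CAGA-GFP expression was quantified in HEPG2 cells exposed to compounds and 500 pg/mL final TGF-beta for 18 h at 37 degrees C; unstimulated wells defined full inhibition.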
Nrf2 inh: inhibitors of Nrf2 signaling | A549 ARE-Fluc reporter, luciferase luminescence, 18-24 h | Potency, µM (series often up to 46 µM), for the others: at the top dose activity change, negative = inhibition, usual class: inhibitors | 360,000 compounds, 2.1% hits | AID 504444; note: potency is the fitted concentration of half-maximal effect; % is set by controls: 0 for no effect and ±100 for the full control effect; nearly all actives have a fitted effect of over 60% in size
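Nrf2 activity is the BugLite luminescence, read 15 min after reagent at room temperature, following CellTiter-Fluor cytotoxicity readout (30 min, 37C). Compound titrations were applied for 18-24 h to 5000 A549 ARE_Fluc cells/well in 5% FBS OPTI-MEM.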
EPAC2 antagonist: EPAC2 (human) antagonism. Potency, µM (doses to about 114 µM), for inactives: top-dose activity, negative = inhibition, actives largely listed as inhibitors. EPAC2 GEF exchange of Rap1B-BODIPY-GDP, fluorescence. 360,000 compounds, 0.18% hits; note: potency is the fitted concentration of half-maximal effect; % is set by controls: 0 for no effect and ±100 for the full control effect; nearly all actives have a fitted effect of over 45% in size; many of its hits are not listed in these tables
Target sequence (Q8WZA2 whole entry, looked up): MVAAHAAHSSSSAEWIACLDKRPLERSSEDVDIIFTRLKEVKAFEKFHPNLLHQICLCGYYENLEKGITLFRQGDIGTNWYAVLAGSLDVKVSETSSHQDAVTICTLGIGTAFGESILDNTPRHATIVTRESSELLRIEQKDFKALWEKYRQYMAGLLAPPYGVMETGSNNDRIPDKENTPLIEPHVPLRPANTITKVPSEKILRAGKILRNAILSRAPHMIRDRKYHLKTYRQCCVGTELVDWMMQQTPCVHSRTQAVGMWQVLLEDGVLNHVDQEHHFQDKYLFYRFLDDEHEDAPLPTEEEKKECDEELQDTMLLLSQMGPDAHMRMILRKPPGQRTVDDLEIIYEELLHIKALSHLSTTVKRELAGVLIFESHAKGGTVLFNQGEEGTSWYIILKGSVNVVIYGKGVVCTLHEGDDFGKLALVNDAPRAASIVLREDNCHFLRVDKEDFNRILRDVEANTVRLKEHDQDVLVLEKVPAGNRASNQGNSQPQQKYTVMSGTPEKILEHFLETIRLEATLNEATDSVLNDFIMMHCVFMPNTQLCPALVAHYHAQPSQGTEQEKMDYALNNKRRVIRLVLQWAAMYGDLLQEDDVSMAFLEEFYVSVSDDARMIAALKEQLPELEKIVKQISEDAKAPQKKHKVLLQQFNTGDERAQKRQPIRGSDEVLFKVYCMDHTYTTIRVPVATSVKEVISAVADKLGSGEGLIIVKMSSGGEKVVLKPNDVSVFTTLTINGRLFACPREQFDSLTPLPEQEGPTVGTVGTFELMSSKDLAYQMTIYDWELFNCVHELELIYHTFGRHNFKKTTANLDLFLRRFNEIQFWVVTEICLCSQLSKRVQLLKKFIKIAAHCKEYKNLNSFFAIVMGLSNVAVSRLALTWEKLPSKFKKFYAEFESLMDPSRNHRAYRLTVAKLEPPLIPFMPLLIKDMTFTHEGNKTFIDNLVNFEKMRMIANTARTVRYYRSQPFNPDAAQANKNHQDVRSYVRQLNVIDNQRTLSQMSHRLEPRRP
Akt phos inh: inhibitors of Akt phosphorylation; Neuro2A IGF-stimulated pAkt S473 HTRF, 20 min; hits give low values; activity change, % for hits at 50 µM; 360,000 compounds, 0.32% hits; AID 651550; in the data active = activity change below about -80%; inconclusive = mostly about -51% to -80%; note: % is set by controls: 0 for no effect and ±100 for the full control effect
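Single-point screen (50 µM final compound) in Neuro2A cells stimulated 20 min with 6 nM IGF at 37 deg C. After lysis, Ser473-phosphorylated Akt read by HTRF (ex 330 nm, em 615/665 nm) as the 665/615 ratio.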
Mm-Cpn inhibitor: M. maripaludis TRiC chaperonin inhibition; purified Mm-Cpn ATPase, ADP Transcreener TR-FRET; Potency, µM (highest dose often 76.9 µM), inactives show at the top dose activity, negative = inhibition, hits mostly inhibitors; 330,000 compounds, 0.031% hits; note: potency is the fitted concentration of half-maximal effect; % is set by controls: 0 for no effect and ±100 for the full control effect; nearly all actives have a fitted effect of over 80% in size
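Eu-cryptate anti-ADP/ADP-d2 competition gives a ratio inversely related to ADP. Enzyme at 25 nM was pre-exposed to compound for 10 min, then given 10 uM ATP for 30 min, 37°C throughout.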
EPAC2 ag: agonists of human EPAC2 (RAPGEF4); Potency, µM (doses to about 154 µM), for the others: at the highest dose activation, most hits filed as activators; Q8WZA2; AID 720711; 360,000 compounds, 0.079% hits; EPAC2 activation, biochemical qHTS; response scale: 100% = 6.5 mM cAMP response; note: potency is the fitted concentration of half-maximal effect; nearly all actives have a fitted effect of over 50% in size
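Setup: EPAC2 100 nM, labeled Rap1B complex 250 nM, free GDP 50 uM. Compound titrations pinned in, brief spin, 5 min room temperature incubation. Kinetic fluorescence read over 30 min, normalized to 6.5 mM cAMP.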
CCT chaperon mod: changes cytosolic chaperonin activity; 360,000 compounds, 0.3% hits; activity change, % (concentration not given with the values), hits read low; purified chaperonin ATPase assay, HTRF ADP detection, 30 min; AID 651819; in the data active = activity change below about -30%; note: % is set by controls: 0 for no effect and ±100 for the full control effect
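TRiC at 40 or 20 nM final (batch-dependent) in 30 mM Tris pH 7.4, 100 mM KCl, 5 mM MgCl2, 1 mM DTT, with compound at single 76 uM and 10 uM ATP, 30 min at 37 deg C. ADP detected by HTRF Transcreener, 665/615 ratio.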
A549 viability: A549 cytotoxicity, counter-screen for Nrf2 inhibitors | AID 504648 | Potency, µM (highest dose often 46 µM), for inactives: at the highest dose activity change, negative = cytotoxicity, most hits filed as inhibitors | A549 ARE-Fluc cells, CellTiter-Fluor viability, 18-24 h | 390,000 compounds, 0.16% hits; note: potency is the fitted concentration of half-maximal effect; % is set by controls: 0 for no effect and ±100 for the full control effect
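A549 ARE-Fluc cells in 5% FBS OPTI-MEM, 5000 cells/well, rested 2 h then exposed to compounds in concentration-response for 18-24 h at 37 °C. Viability by CellTiter-Fluor fluorescence (Ex 405/Em 525) after 30 min; luciferase luminescence (BugLite, 15 min, RT) read afterwards.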
Starred values were filed as active, the others as inactive; i = inactive; ? = inconclusive; · = no result given; & = joins results of further samples; [ ] = another dose, or the depositor's remark. Unless noted, calls come from the whole dose curve; as a rule, active = well fitted curve in the direction sought with a large enough effect; inconclusive = small, poorly fitted or top-dose-only effect, or another doubt; inactive = no such curve, though single readings can be large; an effect the other way counts as inactive or inconclusive. This is a subset (hit frequency here may not be typical).

SMILES	Nrf2 activator	TGFb SMAD3 inh	Nrf2 inh	EPAC2 antagonist	Akt phos inh	Mm-Cpn inhibitor	EPAC2 ag	CCT chaperon mod	A549 viability
COc1ccc(C(=O)N2CCN(S(=O)(=O)c3ccc4c(c3)OCCO4)CC2)cc1	8.1%	-15%	·	6%	i	·	5%	-2.8	·
c1ccc(CCc2cc3ccccc3[nH]2)cc1	1.9%	-2%	?	?	i	-6%	10%	-3.1	-7%
Cc1ccccc1NC(=O)c1c(C)oc2ccc(O)c(CN3CCCC3)c12	4.3%	3%	14%	·	·	·	·	·	2%
Cc1ccc([N+](=O)[O-])cc1NC(=O)c1ccc2c(c1)OCO2	0.4%	-13%	4%	2%	i	2%	11%	-1.8	-11%
O=CNn1cnc2c(oc3nc(-c4ccccc4)cc(-c4ccco4)c32)c1=O	13%	9%	-8%	-10%	i	-2%	10%	-2.3	-5%
CC(C)=CCc1c([C@@H]2CCc3ccc(O)cc3O2)cc2c(c1O)OC(C)(C)C=C2	11%	?	2%	-18%	i	·	7%	-1.8	1%
CC(=O)c1ccc(C(=O)Nc2ccc(N3CCOCC3)cc2)cc1	-0.9%	9%	-6%	11%	·	-2%	-1%[15.6 µM]	-3.1	-5%
COc1ccc(OC)c(NC(=O)CCc2nc(-c3ccc(C)cc3)no2)c1	0.4%	?	-9%	·	·	·	·	·	17%
Cc1ccc(-c2nc3ncccc3o2)cc1NC(=O)c1ccc(-c2cccc(Cl)c2C)o1	-1.1%	?	4%	·	·	·	·	·	5%
CC1=C(C(=O)Nc2ccc(F)cc2F)C2(CCN(C(C)C)CC2)OC1=O	0.7%	16%	?	·	·	·	·	·	-4%
C=CCNC(=S)N1CCN(CCNC2=CC(=O)CC(C)(C)C2)CC1	0.1%	1%	1%	5%	i	1%	-2%	0.4	1%
Cc1nc(C)c(/C(O)=C/c2nc3ccccc3oc2=O)s1	?	?	11%	1%	i	1%	15%	-6.1	0%
COc1ccc(-c2nnc3ccc(SCC(=O)N4CCCCC4)nn23)cc1OC	-0.5%	5%	13%	3%	i	6%	2%	-3.8	-5%
c1ccc(CCNc2nc(-c3ccccn3)nc3ccccc23)cc1	0.0%	?	10µM*	-6%	i	0%	10%	-0.5	?
NC(=O)C1CCN(C(=O)c2ccc(Cl)c(S(=O)(=O)N3CCCCCC3)c2)CC1	-0.1%	6%	-7%	4%	i	1%	6%	1.9	-7%
CCCCn1c(N)c(N(CCOC)C(=O)c2ccc(-n3c(C)ccc3C)cc2)c(=O)[nH]c1=O	5.0%	0%	?	-3%	i	1%	2%	2.2	2%
CC(=O)NC(c1ccccc1)c1nc(-c2cccc(F)c2)cs1 (configuration not stated)	4.7%	-7%	·	?	i	·	8%	2.0	·
CCN(CC)S(=O)(=O)c1ccc(C)c(NC(=O)Cn2c(=O)cnc3ccccc32)c1	0.1%	-20%	?	2%	i	1%	0%	0.6	0%
O=C(CCc1ccccc1)NC(=S)Nc1ccc(S(=O)(=O)N2CCOCC2)cc1	5.5%	-29%	-9%	-11%	i	0%	13%	-0.6	11%
COc1ccc(-n2c(=O)c3c4c(sc3n(CC(=O)C(C)(C)C)c2=O)CCCC4)c(OC)c1	1.1%	0%	-9%[9.27 µM]	·	·	·	·	·	-12%
CC1CCN(S(=O)(=O)c2ccc3c(c2)c(=O)c(C(=O)N2CCOCC2)cn3C)CC1	0.0%	2%	3%	4%	i	1%	6%	2.8	10%
O=C(O)CCCn1cc(NC(=O)COc2ccccc2)cn1	-0.2%	-2%	1%	1%	i	0%	8%	-2.8	5%
O=C(C1Cc2ccccc2CN1S(=O)(=O)c1ccc(F)cc1)N1CCCCC1 (configuration not stated)	-0.7%	12%	13%	-4%	i	2%	-10%	-3.4	5%
CCOC(=O)c1sc(C(=O)OCC)c(OCCO)c1OCCO	-0.7%	3%	21%	-5%	i	-1%	0%	0.2	2%
CCN1CCN(C(=O)Nc2ccccc2OC)CC1	-0.2%	0%	-15%	-9%	i	2%	1%	-3.5	9%

Already shown: two of the compounds above.
SMILES	Nrf2 activator	TGFb SMAD3 inh	Nrf2 inh	EPAC2 antagonist	Akt phos inh	Mm-Cpn inhibitor	EPAC2 ag	CCT chaperon mod	A549 viability
COc1ccc(C(=O)N2CCN(S(=O)(=O)c3ccc4c(c3)OCCO4)CC2)cc1	8.1%	-15%	·	6%	i	·	5%	-2.8	·
c1ccc(CCc2cc3ccccc3[nH]2)cc1	1.9%	-2%	?	?	i	-6%	10%	-3.1	-7%

(further entries)
SMILES	Nrf2 activator	TGFb SMAD3 inh	Nrf2 inh	EPAC2 antagonist	Akt phos inh	Mm-Cpn inhibitor	EPAC2 ag	CCT chaperon mod	A549 viability
CSc1ccccc1NC(=O)COc1ccc(Cl)cc1Cl	7.1%	?	?	-28%	i	0%	4%	-1.5	?
O=C1/C(=C/c2cccnc2)SC(=S)N1Nc1ccccc1	-0.4%	16%	3%	-3%	i	-3%	4%	-3.4	3%
CC(C)(C)SCCNC(=O)COc1ccc(Cl)cc1	0.6%	-6%	24%	-3%	i	0%	3%	0.8	2%
Cn1c(CC(=O)Nc2ccccc2)cc2ccccc21	5.7%	-19%	13%	-1%	i	-2%	10%	1.4	14%
Cc1nc2sc3c(c2c(=O)n1NC(=O)CCBr)CCCC3	6.5%	-27%	?	1%	i	1%	3%	-0.5	-8%
CC(C)(C)n1ncc2c(=O)n(Cc3cc(F)c(Cl)cc3Cl)cnc21	-0.6%	-2%&-8%	-5%	8%	·	-10%	-1%	·	12%
Cc1ccsc1C(=O)NC1CCCCC1C (configuration not stated)	-0.1%	-4%	16%	12%	i	-4%	-5%	0.8	1%
CCOC(=O)c1ccccc1NC(=O)CSc1ccc(-c2sc(-c3ccccc3)nc2C)nn1	4.9%	26%	20%	·	·	·	·	·	-1%
O=C(Nc1cccc(F)c1)c1ccc(S(=O)(=O)N2CCCCC2)cc1	2.3%	-3%	-7%	-5%	i	-5%	-3%	0.2	-7%
CC(=O)c1[nH]c(C)c(C(=O)NCc2ccc(Cl)cc2)c1C	0.1%	?	-17%	·	·	·	·	·	16%
Cc1noc(C)c1NC(=O)N(C)C[C@@H]1Oc2ccc(NS(=O)(=O)c3c(C)noc3C)cc2C(=O)N([C@H](C)CO)C[C@H]1C	-0.1%	-1%	-2%	-6%	i	0%	-1%	1.2	-2%
CCC(C)Nc1nc(-c2cccc(OC)c2O)nc2ccccc12 (configuration not stated)	-2.1%	?	21µM*	-2%	i	2%	12%	1.6	?
CCOC(=O)c1c(NC(=O)COc2cccc3c2CCN(CC)C3=O)sc2c1CCC2	-0.3%	5%	3%	0%	i	2%	0%	-0.2	9%
O=C(Nc1cccc([N+](=O)[O-])c1)c1ccc2snnc2c1	0.2%	-3%	-1%	-9%	i	1%	4%	1.4	-1%
O=C(CN1CCN(S(=O)(=O)c2ccc(Br)cc2)CC1)Nc1ccc2c(c1)OCO2	2.4%	?	18%	-11%	i	-1%	19%	-3.6	-2%
O=C(CSc1nnc(-c2ccncc2)o1)NC1CCCCC1	0.4%	-7%	-26%	-8%	i	-2%	0%	0.3	2%
COc1ccc(C(=O)Nc2ccccc2N2CCOCC2)cc1Br	0.2%	11%	-10%	-2%	i	2%	7%	0.3	-2%
Cc1ccc(-c2csc(/C(C#N)=C(\O)CN3CCN(C(=O)c4ccco4)CC3)n2)cc1	-0.6%	-16%	?	9%[57.1 µM]	i	0%	-14%	0.8	-6%
CCOC(=O)Cn1ccc(NC(=O)COc2ccc(F)cc2F)n1	-0.5%	-3%	16%	5%	i	3%	0%	0.8	-10%
CCOc1ccccc1C(=O)Oc1cc(C)[nH]c(=O)c1[N+](=O)[O-]	-0.1%	-1%	8%	6%	i	5%	-4%	-1.2	1%
NC(=O)C1CCN(C(=O)C2CC(=O)N(Cc3ccccc3)C2)CC1 (configuration not stated)	-0.3%	-2%	9%	1%	i	2%	4%	2.2	4%
CCOc1ccc(Nc2c(S(=O)(=O)c3ccc(Cl)cc3)cnc3ccc(OCC)cc23)cc1	6.1%	-8%	?	·	·	·	·	·	-16%
CCc1ccccc1NS(=O)(=O)c1ccc2[nH]cc(C(=O)NCc3ccco3)c(=O)c2c1	-1.1%	-18%	2%	-1%	i	1%	-5%	-1.4	6%
Cc1[nH]c2ccc(C(=O)N3CCCC3)cc2c1C	-0.5%	17%	-8%	6%	i	-2%	15%	0.2	0%
CCCn1cc(S(=O)(=O)c2ccc(OC)cc2)c(=O)c2cc(F)c(N3CCCC(C)C3)cc21 (configuration not stated)	-0.3%	-22%	?	·	·	·	·	·	-18%
Continued:
SMILES	Nrf2 activator	TGFb SMAD3 inh	Nrf2 inh	EPAC2 antagonist	Akt phos inh	Mm-Cpn inhibitor	EPAC2 ag	CCT chaperon mod	A549 viability
C=CCn1c(SCC(=O)NCCOC)nc2scc(-c3ccco3)c2c1=O	4.2%	-1%	-6%	8%	i	-1%	6%	0.3	-1%
O=C(c1cccc(Cl)c1)N1CCN(c2ccccn2)CC1	-0.2%	0%	-9%	-1%	i	-3%	7%	0.0	-8%
CCOc1ccccc1CN1CCNC(=O)C1CC(=O)N(C)Cc1nonc1C (configuration not stated)	0.3%	?	-10%	-4%	i	-12%	7%	-2.2	3%
O=C(CSc1n[nH]c(-c2cccs2)n1)N1CCN(S(=O)(=O)c2ccc3ccccc3c2)CC1	2.9%	?	?	6%	i	-24%	11%	2.1	-14%
Cc1cccc(C(=O)N2CCC(=O)N(C(COCc3cccc(Cl)c3)Cc3ccccc3)CC2)c1 (configuration not stated)	-1.2%	?	-10%	0%	i	3%	6%	0.4	-22%
O=C(COC(=O)c1ccccc1Nc1ccccc1)NCc1ccco1	0.5%	11%	-17%	8%	i	-2%	6%	-2.8	-9%
